Screens as filed in PubChem.
KKLEB cytotox: reduces viability of KKLEB cystic fibrosis airway cells; KKLEB CF airway cells viability, ATPlite luminescence, overnight; active compounds read low; cells stimulated with P. aeruginosa culture filtrate; AID 602141; activity change (cytotoxicity), % at 5 µM; 360,000 tested, 0.36% active;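 active means corrected activity change at or below -50% at 5 µM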
PDI turbidity: PDI (human) enzyme inhibition; P07237; PDI insulin aggregation turbidity, A650, 90 min; inhibition, % at 10 µM; 350,000 tested, 0.052% active;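 active means mean inhibition across replicates of 30% or more, whatever share of single replicates reach that level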;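 further: absorbance from insulin aggregation driven by PDI reduction with DTT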
Target sequence (P07237 whole entry, looked up): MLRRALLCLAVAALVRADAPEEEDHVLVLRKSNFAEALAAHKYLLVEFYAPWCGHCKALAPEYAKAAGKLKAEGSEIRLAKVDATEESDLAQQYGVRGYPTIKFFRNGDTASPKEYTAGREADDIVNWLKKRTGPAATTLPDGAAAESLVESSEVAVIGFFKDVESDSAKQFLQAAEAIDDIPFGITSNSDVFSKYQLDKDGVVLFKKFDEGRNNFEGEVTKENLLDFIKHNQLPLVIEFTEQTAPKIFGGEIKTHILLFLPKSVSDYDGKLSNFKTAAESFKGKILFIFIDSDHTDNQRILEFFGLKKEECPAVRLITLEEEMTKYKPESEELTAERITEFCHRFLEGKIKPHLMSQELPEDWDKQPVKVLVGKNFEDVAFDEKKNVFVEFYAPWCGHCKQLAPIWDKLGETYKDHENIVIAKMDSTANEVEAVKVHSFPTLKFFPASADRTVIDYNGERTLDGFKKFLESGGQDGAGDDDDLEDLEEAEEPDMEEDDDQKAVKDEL
CF NFkB inh: blocks PAF-induced NF-kB reporter in cystic fibrosis cells | KKLEB NF-kB-GFP reporter, GFP fluorescence overnight | inhibition, % at 5 µM | 360,000 tested, 0.86% active | AID 588850;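 active means at least 50% inhibition at 5 µM, scaled per plate between neutral and stimulator controls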;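 further: PAF is a Pseudomonas aeruginosa culture filtrate used as stimulus; plate controls were PAF-stimulated DMSO wells for no effect and unstimulated DMSO wells for full effect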
Shn3 inh set2: reduces Shn3 3'UTR luciferase signal in osteoblasts. Clone20 osteoblast Shn3 3'UTR firefly luciferase, 24 h. inhibition, % at 12.5 µM. 360,000 tested, 0.52% active;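 active means mean inhibition of at least 75% with every replicate also reaching 75%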;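 further: 0% = median of neutral control wells and 100% = pilot-screen positive control compound; some compounds past the cut are filed as inactive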
Peg3 promoter: Peg3 promoter activity inhibition. inhibition, % at 20 µM. HeLa PEG-Prom luciferase reporter, luminescence, overnight. 360,000 tested, 1.7% active;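 active means inhibition of at least 50% at 20 µM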
NR2E3 ag-1: activates human NR2E3 receptor. Q9Y5X4. CHO-S Gal4-NCOR/VP16-NR2E3 two-hybrid, luciferase. inhibition of corepressor binding, % at 3.98 µM. 360,000 tested, 0.35% active. AID 602229;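 active means inhibition above the mean of all tested compounds plus 3 SD, cut at about 70% in these data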;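 further: 0% = DMSO with NR2E3 transfected cells and 100% = cells lacking NR2E3 construct; higher means lower luciferase signal from less NR2E3 corepressor binding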
Target sequence (Q9Y5X4 whole entry, looked up, the tested form may be a part): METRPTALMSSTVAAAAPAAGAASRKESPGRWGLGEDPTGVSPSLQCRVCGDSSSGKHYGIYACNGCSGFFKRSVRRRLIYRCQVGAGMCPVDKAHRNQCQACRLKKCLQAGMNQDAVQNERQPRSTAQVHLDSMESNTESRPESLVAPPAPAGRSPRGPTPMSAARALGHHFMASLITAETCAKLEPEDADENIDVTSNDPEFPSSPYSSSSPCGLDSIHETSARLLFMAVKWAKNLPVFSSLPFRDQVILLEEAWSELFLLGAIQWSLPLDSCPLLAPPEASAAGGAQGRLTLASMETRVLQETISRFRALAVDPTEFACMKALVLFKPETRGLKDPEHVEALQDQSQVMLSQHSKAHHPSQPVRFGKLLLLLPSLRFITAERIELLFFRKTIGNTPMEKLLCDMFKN
Vif inh: inhibitors of HIV Vif | HEK293T cells, Vif self-association by quenched fluorescence, imaging, 24 h | inhibition, % at 7.49 µM | 340,000 tested, 0.35% active; in the data active means inhibition above about 50%, passing the limit was not always enough; further: some results filed as inactive read as strong as hits
MITF TRPM1 inh: inhibitors of MITF-driven TRPM1 promoter in melanoma cells | SK-MEL-5 TRPM1 promoter luciferase, 24 h | inhibition, % at 12.5 µM | 330,000 tested, 0.83% active;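 active means mean inhibition across replicates of 60% or more, whatever share of single replicates reaches that level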; further: values of inactives mirror those of a sister screen read the other way
CaV13 ICDI inh: Primary screen for inhibitors of IQ motif and Ca2+-dependent inactivation inhibitor domain binding in CACNA1D, Förster resonance energy transfer in living cells, …; inhibition, % at 12.3 µM; HEK cells, CFP/YFP FRET ICDI-IQ, plate reader, 10 min; percent FRET-ratio fall versus neutral wells; AID 743397; 340,000 tested, 0.098% active;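 active means mean replicate inhibition of at least 30% and at least 1% of replicates passing that level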;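 further: 0% = median of the neutral control wells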
NR2E3 ag-2: agonists of human nuclear receptor NR2E3 | GST-NR2E3/biotin-RetCOR TR-FRET, 1536-well | 320,000 tested, 0.12% active | inhibition of corepressor binding, % at 4.78 µM | AID 2300;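 active means percent inhibition above the cutoff of mean plus 3 SD of all tested compounds, set per screening campaign, cut at about 20% in these data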;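 further: 0% = DMSO wells and 100% = biotin wells as full block of FRET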
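System: GST-tagged NR2E3 plus biotinylated RetCOR corepressor; Amount: 1.35 nM GST-tagged NR2E3 final; Dosing: single nominal compound dose of 4.8 µM; Schedule: 5 h incubation at 4 °C; Technique: TR-FRET with europium anti-GST and streptavidin-D2, 340 nm excitation; Controls: biotin wells as high control, 0.6% DMSO wells as low control.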
HIF-2a inh: HIF-2a inhibition; 360,000 tested, 0.72% active; inhibition, % at 18.8 µM; AID 624352; 786-0 RCC cells HIF-2a reporter, luciferase luminescence, overnight;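 active means inhibition of the luminescence signal of 40% or more relative to plate controls, in a single-dose primary screen at 18.75 µM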
The depositor's hits bear a star.

`NS(=O)(=O)c1ccc(CCNC(=O)C2CCN(c3ncnc4c3nc3n4CCCCC3)CC2)cc1` gave KKLEB cytotox -2, PDI turbidity 1, CF NFkB inh 10, Shn3 inh set2 -1, Peg3 promoter -4, NR2E3 ag-1 -41, Vif inh -1, MITF TRPM1 inh -7, CaV13 ICDI inh -4, NR2E3 ag-2 -2 and HIF-2a inh 14.
COc1ccc(/C=N\NC(=O)c2cc(O)c(O)c(O)c2)cc1CN1CCN(c2ccc(F)cc2)CC1 was read as KKLEB cytotox -2, PDI turbidity -4, CF NFkB inh 7, Shn3 inh set2 -8, Peg3 promoter 8, NR2E3 ag-1 -2, Vif inh -3, MITF TRPM1 inh 4, CaV13 ICDI inh -5, NR2E3 ag-2 3 and HIF-2a inh 11.
For Cc1nn(C(=O)c2cccc([N+](=O)[O-])c2)c(C)c1Cl the results were KKLEB cytotox -3, PDI turbidity -12, CF NFkB inh -14, Shn3 inh set2 -9, Peg3 promoter -6, NR2E3 ag-1 -13, Vif inh 9, MITF TRPM1 inh 3, CaV13 ICDI inh -5, NR2E3 ag-2 -3 and HIF-2a inh 15.
CCN1C[C@@H]2[C@@H]3C(=O)N(C)C(=O)[C@@H]3[C@](Cc3ccccc3)(C(=O)OC)N2C1=NCc1ccccc1 was read as KKLEB cytotox 1, PDI turbidity -2, CF NFkB inh 8, Shn3 inh set2 -22, Peg3 promoter -9, NR2E3 ag-1 -13, MITF TRPM1 inh 3, CaV13 ICDI inh -4 and HIF-2a inh 9.
For O=C(Nc1ccccc1-c1nnn(CC(=O)N2CCN(c3ccccc3)CC2)n1)c1cccs1 the results were KKLEB cytotox -17, PDI turbidity 8, CF NFkB inh 4, Shn3 inh set2 23, Peg3 promoter 47, NR2E3 ag-1 -14, Vif inh -5, MITF TRPM1 inh 12, CaV13 ICDI inh -7, NR2E3 ag-2 1 and HIF-2a inh -8.
CCCN1C(=O)C(O)(C2CC(=O)CC(C)(C)O2)c2ccccc21 (stereo unspecified) was read as KKLEB cytotox -2, PDI turbidity 25, CF NFkB inh 1, Shn3 inh set2 -2, Peg3 promoter 11, NR2E3 ag-1 -17, Vif inh 3, MITF TRPM1 inh 16, CaV13 ICDI inh -6, NR2E3 ag-2 -4 and HIF-2a inh 0.
`O=C(CNCC1CCCO1)N1CCCc2ccccc21` (stereo unspecified) gave KKLEB cytotox 12, PDI turbidity -4, CF NFkB inh -4, Shn3 inh set2 -3, Peg3 promoter 0, NR2E3 ag-1 -11, Vif inh -4, MITF TRPM1 inh -1, CaV13 ICDI inh -8, NR2E3 ag-2 2 and HIF-2a inh -2.
For O=C(CSc1n[nH]c(-c2cccs2)n1)NCc1ccc2c(c1)OCO2 the results were KKLEB cytotox 5, PDI turbidity 6, CF NFkB inh 14, Shn3 inh set2 7, Peg3 promoter 4, NR2E3 ag-1 0, Vif inh 3, MITF TRPM1 inh -3, CaV13 ICDI inh -5, NR2E3 ag-2 2 and HIF-2a inh 10.
Screening COC(=O)c1ccc(NC(=O)CSc2nc(C)cc(=O)[nH]2)cc1 returned KKLEB cytotox -1, PDI turbidity -8, CF NFkB inh 18, Shn3 inh set2 9, Peg3 promoter -4, NR2E3 ag-1 0, Vif inh 8, MITF TRPM1 inh -16, CaV13 ICDI inh -8, NR2E3 ag-2 4 and HIF-2a inh 14.
Screening Cc1cc(C(=O)NC(Cc2c[nH]c3ccccc23)C(=O)O)c(C)o1 (stereo unspecified) returned KKLEB cytotox 9, PDI turbidity 4, CF NFkB inh 2, Shn3 inh set2 -19, Peg3 promoter 8, NR2E3 ag-1 3, Vif inh 2, MITF TRPM1 inh 1, CaV13 ICDI inh -20, NR2E3 ag-2 6 and HIF-2a inh 9.
CN(c1nc2nonc2nc1NC1CC1)C1CCOC1 (stereo unspecified) was read as KKLEB cytotox -1, PDI turbidity 4, CF NFkB inh 7, Shn3 inh set2 1, Peg3 promoter 6, NR2E3 ag-1 29, Vif inh 2, MITF TRPM1 inh 12, CaV13 ICDI inh -3, NR2E3 ag-2 3 and HIF-2a inh 14.
For O=C(O)CN1C(=O)C2C3C=CC(C3)C2C1=O (stereo unspecified) the results were KKLEB cytotox 0, PDI turbidity 5, CF NFkB inh 3, Shn3 inh set2 -5, Peg3 promoter -6, NR2E3 ag-1 -8, Vif inh 14, MITF TRPM1 inh -8, CaV13 ICDI inh -5, NR2E3 ag-2 2 and HIF-2a inh 5.
COc1ccc(CC(=O)Oc2ccc(C)cc2Br)cc1OC was read as KKLEB cytotox 1, PDI turbidity 21, CF NFkB inh 19, Shn3 inh set2 7, Peg3 promoter 2, NR2E3 ag-1 -10, Vif inh 0, MITF TRPM1 inh -9, NR2E3 ag-2 3 and HIF-2a inh 8.
Screening CN1CCc2c(sc3nc(SCC(N)=O)n(-c4ccc(Cl)cc4)c(=O)c23)C1 returned KKLEB cytotox 6, PDI turbidity -3, CF NFkB inh -22, Shn3 inh set2 -28, Peg3 promoter -4, NR2E3 ag-1 -5, Vif inh -14, CaV13 ICDI inh -5, NR2E3 ag-2 0 and HIF-2a inh -2.
For CCOC(=O)c1cccc(NC(=O)CSc2nc3cccnc3n2C)c1 the results were KKLEB cytotox 2, PDI turbidity -4, CF NFkB inh 6, Shn3 inh set2 19, Peg3 promoter 8, NR2E3 ag-1 9, Vif inh -21, MITF TRPM1 inh 10, CaV13 ICDI inh -2, NR2E3 ag-2 -2 and HIF-2a inh 15.
Screening COC(=O)C(=O)Nc1nnc(COc2ccccc2)s1 returned KKLEB cytotox 4, PDI turbidity 6, CF NFkB inh -5, Shn3 inh set2 -22, Peg3 promoter 2, NR2E3 ag-1 15, Vif inh -6, MITF TRPM1 inh 5, CaV13 ICDI inh -3, NR2E3 ag-2 -3 and HIF-2a inh 14.
`COc1ccc(CNC(=O)C2CC(c3cccc(OC)c3)=NO2)cc1` (stereo unspecified) gave KKLEB cytotox -28, PDI turbidity -2, CF NFkB inh 1, Shn3 inh set2 8, Peg3 promoter -1, NR2E3 ag-1 -34, Vif inh 11, MITF TRPM1 inh 8, CaV13 ICDI inh -4, NR2E3 ag-2 -1 and HIF-2a inh -2.
For O=C(c1ccccc1Cl)N(Cc1ccc(Br)cc1)N1C(=O)CCCC1=O the results were KKLEB cytotox 5, PDI turbidity 5, CF NFkB inh -3, Shn3 inh set2 -3, Peg3 promoter 3, NR2E3 ag-1 8, Vif inh -3, MITF TRPM1 inh 2, CaV13 ICDI inh -6, NR2E3 ag-2 3 and HIF-2a inh 10.
`COc1ccc(-c2ccc3oc(-c4ccsc4)cc(=O)c3c2)cn1` gave KKLEB cytotox -15, PDI turbidity -3, CF NFkB inh -40, Shn3 inh set2 -162, Peg3 promoter -370, NR2E3 ag-1 -79, Vif inh 4, MITF TRPM1 inh -137, CaV13 ICDI inh -5 and HIF-2a inh -335.
Screening CC(OC(=O)c1cc(S(=O)(=O)Nc2ccc(F)cc2)ccc1Cl)C(=O)Nc1ccc2c(c1)OCCO2 (stereo unspecified) returned KKLEB cytotox -6, PDI turbidity 8, CF NFkB inh 5, Shn3 inh set2 -20, Peg3 promoter 0, NR2E3 ag-1 -14, Vif inh -1, MITF TRPM1 inh -5, CaV13 ICDI inh -4, NR2E3 ag-2 1 and HIF-2a inh 5.
CC(C)C(=O)OCC(=O)NCc1ccccc1Cl was read as KKLEB cytotox 4, PDI turbidity -3, CF NFkB inh -12, Shn3 inh set2 6, Peg3 promoter 16, NR2E3 ag-1 4, Vif inh 3, MITF TRPM1 inh -18, CaV13 ICDI inh 0, NR2E3 ag-2 -6 and HIF-2a inh 23.
For O=C(c1ccccc1)N1CCN(C2CCCCCC2)CC1 the results were KKLEB cytotox 13, PDI turbidity 9, CF NFkB inh -9, Shn3 inh set2 17, Peg3 promoter -9, NR2E3 ag-1 -8, Vif inh 33, MITF TRPM1 inh -5, CaV13 ICDI inh -8, NR2E3 ag-2 1 and HIF-2a inh -3.
`CCOc1cc2[nH]c(=S)n(CCCC(=O)NCc3ccco3)c(=O)c2cc1OCC` gave KKLEB cytotox -4, PDI turbidity -7, CF NFkB inh -13, Shn3 inh set2 1, Peg3 promoter 31, NR2E3 ag-1 -1, Vif inh 4, MITF TRPM1 inh 2, CaV13 ICDI inh -8, NR2E3 ag-2 4 and HIF-2a inh -5.
For CCOc1ccc(NC(=S)N(Cc2ccc(Cl)cc2)Cc2ccco2)cc1 the results were KKLEB cytotox -3, PDI turbidity -3, CF NFkB inh 18, Shn3 inh set2 -16, Peg3 promoter 6, NR2E3 ag-1 -3, Vif inh -2, MITF TRPM1 inh -4, CaV13 ICDI inh -3, NR2E3 ag-2 -1 and HIF-2a inh -9.
For CCC1(O)C(=O)OCc2c1cc1n(c2=O)Cc2cc3cc(O)ccc3nc2-1 (stereo unspecified) the results were KKLEB cytotox -27, CF NFkB inh 84*, Shn3 inh set2 29, Peg3 promoter 63*, NR2E3 ag-1 63, Vif inh 8, MITF TRPM1 inh 70* and HIF-2a inh 52*.
Screening COc1cc(OC)cc(C(=O)Nc2cc(NC(=O)c3ccco3)ccc2OC)c1 returned KKLEB cytotox 8, PDI turbidity -1, CF NFkB inh -6, Shn3 inh set2 4, Peg3 promoter 2, NR2E3 ag-1 12, Vif inh -2, MITF TRPM1 inh 6, CaV13 ICDI inh -9, NR2E3 ag-2 1 and HIF-2a inh 0.
Screening C[C@@H]1CN([C@H](C)CO)C(=O)CCCn2cc(nn2)CO[C@H]1CN(C)C(=O)Nc1ccnc(N2CCOCC2)c1 returned KKLEB cytotox -1, PDI turbidity -4, CF NFkB inh -13, Shn3 inh set2 -17, Peg3 promoter 2, NR2E3 ag-1 -29, Vif inh 5, CaV13 ICDI inh -7 and HIF-2a inh 7.
Cc1[nH]c2ccc(C(=O)N3CCN(c4cccc(Cl)c4)CC3)cc2c1C was read as KKLEB cytotox -10, PDI turbidity 1, CF NFkB inh 40, Shn3 inh set2 -14, Peg3 promoter -19, NR2E3 ag-1 -3, Vif inh 0, MITF TRPM1 inh 3, CaV13 ICDI inh -3, NR2E3 ag-2 -1 and HIF-2a inh -11.
`COC(=O)c1cc(-c2ccccc2)n[nH]1` gave KKLEB cytotox 0, PDI turbidity -1, CF NFkB inh 9, Shn3 inh set2 -20, Peg3 promoter -37, NR2E3 ag-1 -13, MITF TRPM1 inh -6, CaV13 ICDI inh -3, NR2E3 ag-2 2 and HIF-2a inh -63.
`COC(=O)CC1C(=O)NCCN1C(=O)CSc1nc2ccccc2s1` (stereo unspecified) gave KKLEB cytotox -14, PDI turbidity 2, CF NFkB inh 0, Shn3 inh set2 0, Peg3 promoter 13, NR2E3 ag-1 -20, Vif inh -3, MITF TRPM1 inh 8, CaV13 ICDI inh -7, NR2E3 ag-2 -1 and HIF-2a inh -12.
